Source: PubChem (National Center for Advancing Translational Sciences (NCATS))
HT1080 IDH1KD tx: toxicity to HT-1080 IDH1 knockdown cells (counter line); HT-1080 IDH1 knockdown viability, ATP luminescence, 48 h; Potency, µM (top dose mostly 46.1 µM), for inactives: at the top dose activity, negative = toxicity, hits mostly cytotoxic; actives 2% (n = 360,000); AID 686971;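 note: potency is the fitted concentration of half-maximal effect; 0% = DMSO wells and -100% = cell-free medium wells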
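HT-1080-IDH1KD cells (IDH1 knocked down), 750/well in RPMI with 5% FBS, treated with compound 48 h at 37 degrees C. Viability by CellTiter-Glo luminescence, normalised to DMSO and no-cell wells; concentration-response curves classed.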
HT1080NT lethal: kills 2HG-producing HT-1080-NT fibrosarcoma cells | HT-1080-NT fibrosarcoma viability, CellTiter-Glo ATP luminescence, 48 h | Potency, µM (top dose mostly 46.1 µM), for inactives: at the highest dose activity, negative = less viability, actives largely listed as cytotoxic | actives 1.6% (n = 360,000) | AID 686970;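 note: NT is the 2HG producing partner of a matched IDH1 knockdown line; potency is the fitted concentration of half-maximal effect; 0% = DMSO-treated cells and -100% = media-only wells without cells; nearly all actives have a fitted effect of over 55% in size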
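Toxicity toward the 2HG-producing NT line was scored as %Activity, normalised to DMSO and no-cell wells, from CellTiter-Glo luminescence after 48 hours' treatment.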
KB-3-1 cytotox: KB-3-1 parental cell cytotoxicity. AID 1347075. KB-3-1 viability, CellTiter-Glo ATP luminescence, 72 h. actives 1.4% (n = 400,000). Potency, µM (doses to about 46.1 µM), for the others: at the highest dose activity change, negative = cytotoxic, hits mostly cytotoxic; note: potency is the fitted concentration of half-maximal effect; % is set by controls: 0 for no effect and ±100 for the full control effect; nearly all actives have a fitted effect of over 60% in size
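Cytotoxicity measured as CellTiter-Glo luminescence after 72 h at 37 C. Compound titrations were pinned onto drug-naive KB-3-1 parental adenocarcinoma cells grown in DMEM with 10% FBS, and normalized data fitted to concentration-response curves.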
IL1B secr inh: inflammasome signaling inhibition, IL-1 beta readout. THP-1 LPS/ATP IL-1B secretion, AlphaLISA, 16 h; hits give low values. activity change, % at 57.5 µM. actives 4.7% (n = 360,000). AID 743279; in the data active = activity change below about -50%; inconclusive = mostly about -30% to -49%; note: % is set by controls: 0 for no effect and ±100 for the full control effect
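THP-1 cells pretreated 1 hr with compounds (up to 57.5 uM final), then stimulated with LPS (250 ng/mL final) plus ATP (1.25 mM final); secreted IL-1B measured by AlphaLISA after 16 hr, decreased signal indicating inhibition.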
ATXN2 expr inh: reduces ATXN2 reporter expression in HEK-293 cells; HEK-293 ATXN2-luciferase reporter, luminescence, 24 h; Potency, µM (series often up to 57 µM), for inactives: at the highest dose activity change, negative = inhibition, hits mostly inhibitors; actives 0.72% (n = 360,000); note: potency is the fitted concentration of half-maximal effect; % is set by controls: 0 for no effect and ±100 for the full control effect; nearly all actives have a fitted effect of over 55% in size
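qHTS (up to 57 uM final) was run with 24 h compound exposure of reporter cells at 37 °C. Each well was multiplexed: SteadyGlo luminescence measured ATXN2-luciferase expression after a fluorogenic Gly-Phe-AFC viability readout (25 uM final).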
S2 tox: viability counter-screen for ATXN expression inhibitors. S2 cells (HEK-293 line with an ATXN2-luciferase reporter) viability, CellTiter-Fluor protease fluorescence, 24 h. Potency, µM (series often up to 56.7 µM), most hits filed as cytotoxic. actives 0.49% (n = 400,000). AID 651635; note: potency is the fitted concentration of half-maximal effect; nearly all actives have a fitted effect of over 40% in size
MCF10A rereplic: induces DNA re-replication in MCF 10a normal breast cells. actives 2.9% (n = 350,000). MCF 10A DNA re-replication, Hoechst nuclear intensity, 48 h. Potency, µM (top dose mostly 46.1 µM), inactives show top-dose activity, positive = re-replication, most hits filed as activators; note: potency is the fitted concentration of half-maximal effect; % of control where 0% means no effect; nearly all actives have a fitted effect of over 50% in size
KB-V1 MDR tox: KB-V1 MDR subline cytotoxicity; Potency, µM (top dose mostly 46.1 µM), inactives show at the top dose activity change, negative = cytotoxicity, most hits filed as cytotoxic; actives 3.4% (n = 400,000); KB-V1 MDR cells viability, CellTiter-Glo, 72 h; note: potency is the fitted concentration of half-maximal effect; % is set by controls: 0 for no effect and ±100 for the full control effect; nearly all actives have a fitted effect of over 60% in size
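KB-V1, DMEM (no phenol red) + 10% FBS; cpd pin-transferred, titration series; 72 h, 37 degrees C; CellTiter-Glo, luminescence. Data normalized, curve-fit.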
SW480 rereplic: inducers of DNA re-replication in SW480 colon cancer cells. Potency, µM (series often up to 46.1 µM), without a hit: at the highest dose re-replication activation, most hits filed as activators. SW480 DNA re-replication, Hoechst DNA content imaging, 48 h. AID 624297. actives 1.8% (n = 340,000); note: potency is the fitted concentration of half-maximal effect; % of control where 0% means no effect; nearly all actives have a fitted effect of over 55% in size
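Per well, 250 cells were exposed to pinned compound for 48 hr. Nuclear DNA was visualised with Hoechst (40 min, 37 C) and total object intensity recorded by fluorescence scanning.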
* marks the source's active call; other numbers are inactive results; [ ] = another dose, or the depositor's remark. Unless noted, calls come from the whole dose curve; as a rule, active = well fitted curve in the direction sought with a large enough effect; inconclusive = small, poorly fitted or top-dose-only effect, or another doubt; inactive = no such curve, though single readings can be large; an effect the other way counts as inactive or inconclusive.

For CC(=O)Nc1cccc(-c2ccnc3c2CC(C)(C(=O)NCc2ccc(F)c(F)c2)O3)c1 (stereo unspecified) the results were HT1080 IDH1KD tx inconclusive, HT1080NT lethal inconclusive, KB-3-1 cytotox 15µM*, IL1B secr inh 82, ATXN2 expr inh -18%, S2 tox inconclusive and KB-V1 MDR tox inconclusive.
`Cc1cc(C)nc(SCc2ccc(C(=O)N/N=C3\CC(C)CC(C)(C)C3)cc2)n1` (stereo unspecified) gave HT1080 IDH1KD tx -1%, HT1080NT lethal -2%, KB-3-1 cytotox -1%, IL1B secr inh -11, ATXN2 expr inh 0%, S2 tox inactive, MCF10A rereplic 7%, KB-V1 MDR tox -23% and SW480 rereplic -8%.
CCOc1ccccc1CN1C(=O)NC2(CCCCCC2)C1=O was read as HT1080 IDH1KD tx -1%, HT1080NT lethal -2%, KB-3-1 cytotox 0%, IL1B secr inh 14, ATXN2 expr inh 1%, S2 tox inactive, MCF10A rereplic -1%, KB-V1 MDR tox -6% and SW480 rereplic 1%.
For CN(CCc1ccccn1)C1CC(=O)N(c2ccc(Cl)cc2)C1=O (stereo unspecified) the results were HT1080 IDH1KD tx -1%[9.24 µM], HT1080NT lethal -2%, KB-3-1 cytotox -1%, IL1B secr inh 26, ATXN2 expr inh 5%, S2 tox inactive, MCF10A rereplic -2%, KB-V1 MDR tox -8% and SW480 rereplic -9%.
For CC(C)(C)c1ccc(OCCC(=O)OCC(=O)NC(=O)NC2CCCC2)cc1 the results were HT1080 IDH1KD tx inconclusive, HT1080NT lethal inconclusive, KB-3-1 cytotox -2%, IL1B secr inh -86*, ATXN2 expr inh -30%, S2 tox inactive, MCF10A rereplic inconclusive, KB-V1 MDR tox 4% and SW480 rereplic -118%[inhibitor].
Screening Oc1ccc(/C=N/n2c(COc3ccccc3)n[nH]c2=S)cc1O returned HT1080 IDH1KD tx -19%, HT1080NT lethal -10%, KB-3-1 cytotox -4%, IL1B secr inh 103, ATXN2 expr inh -29%, S2 tox inactive, MCF10A rereplic -13%, KB-V1 MDR tox -5% and SW480 rereplic inconclusive.
`N#Cc1ccc(CSc2nnc(Nc3ccccc3)s2)cc1` gave HT1080 IDH1KD tx -18%, HT1080NT lethal 0%, KB-3-1 cytotox -1%, IL1B secr inh inconclusive, ATXN2 expr inh -25%, S2 tox inactive, MCF10A rereplic -4%, KB-V1 MDR tox 0% and SW480 rereplic 2%[9.22 µM].
O=C(Nc1ccccc1)c1nc[nH]c1C(=O)NCc1ccccc1 was read as HT1080 IDH1KD tx -10%, HT1080NT lethal -6%, KB-3-1 cytotox inconclusive, IL1B secr inh 0, ATXN2 expr inh -32%, S2 tox inconclusive, MCF10A rereplic -9%, KB-V1 MDR tox 15% and SW480 rereplic -1%.
CCOC(=O)CSc1nc2c(sc3ccccc32)c(=O)n1Cc1ccc(C)cc1 was read as KB-3-1 cytotox 28%, ATXN2 expr inh -5%, S2 tox inactive and KB-V1 MDR tox -10%.
`Cc1cccc(N2CCN(Cc3cc(=O)n4ccsc4n3)CC2)c1C` gave HT1080 IDH1KD tx -10%, HT1080NT lethal -2%, KB-3-1 cytotox -24%, IL1B secr inh 25, ATXN2 expr inh -11%, S2 tox inactive, MCF10A rereplic 3%, KB-V1 MDR tox inconclusive and SW480 rereplic -2%.
Screening CCOc1ccccc1CNc1nc2nc3c(c(=O)n2[nH]1)CCC3 returned HT1080 IDH1KD tx 6%[9.24 µM], HT1080NT lethal 15%, KB-3-1 cytotox 16%, IL1B secr inh -3, ATXN2 expr inh -4%, S2 tox inactive, MCF10A rereplic 3%, KB-V1 MDR tox -3% and SW480 rereplic -6%.
Screening COc1ccc(NS(=O)(=O)c2ccc3c(c2)NC(=O)CC(=O)N3)cc1OC returned HT1080 IDH1KD tx -1%, HT1080NT lethal 2%, KB-3-1 cytotox -3%, IL1B secr inh 21, ATXN2 expr inh -1%, S2 tox inactive, MCF10A rereplic 1%, KB-V1 MDR tox -4% and SW480 rereplic -1%.
Screening Cc1ccc(SCC(=O)n2nc(C)cc2C)cc1 returned HT1080 IDH1KD tx 3%, HT1080NT lethal -6%, KB-3-1 cytotox -11%, IL1B secr inh -6, ATXN2 expr inh -12%, S2 tox inactive, MCF10A rereplic -6%, KB-V1 MDR tox -2% and SW480 rereplic -4%.
CCOc1ccc(Nc2sc(C(=O)c3ccc(F)cc3)c(N)c2S(=O)(=O)c2ccc(C)cc2)cc1 was read as KB-3-1 cytotox -12%, ATXN2 expr inh -11%, S2 tox inactive and KB-V1 MDR tox -33%.
CCCCN(C)S(=O)(=O)c1cc(-c2nnc3c4ccccc4c(C)nn23)ccc1C was read as KB-3-1 cytotox 0%, ATXN2 expr inh -7%, S2 tox inactive and KB-V1 MDR tox -11%.
CC1(C(=O)NS(=O)(=O)c2ccc(C#N)cc2)CCN1C(=O)C1(c2ccc(Cl)cc2)CC1 (stereo unspecified) was read as HT1080 IDH1KD tx 16%, HT1080NT lethal 26%, KB-3-1 cytotox 0%, IL1B secr inh 0, ATXN2 expr inh -4%, S2 tox inactive and KB-V1 MDR tox -1%.
Screening COc1ccc(C(=O)Nc2cc(OC)cc3cccnc23)cc1 returned HT1080 IDH1KD tx -3%, HT1080NT lethal -2%, KB-3-1 cytotox -1%, IL1B secr inh -1, S2 tox inactive, MCF10A rereplic 22%, KB-V1 MDR tox 16% and SW480 rereplic -7%.
`COc1cccc2sc(Nc3nc(-c4ccncc4)cs3)nc12` gave HT1080 IDH1KD tx 2.3µM*, HT1080NT lethal 2.3µM*, KB-3-1 cytotox 5.8µM*, IL1B secr inh 40, ATXN2 expr inh 2%, S2 tox inactive, MCF10A rereplic 21µM*, KB-V1 MDR tox 8.2µM* and SW480 rereplic inconclusive.
CCCC(=O)Nc1ccc(Cl)c(NC(=O)c2ccc([N+](=O)[O-])cc2Cl)c1 was read as HT1080 IDH1KD tx 2%, HT1080NT lethal 0%, KB-3-1 cytotox 0%, IL1B secr inh 1, ATXN2 expr inh 3%, S2 tox inactive, MCF10A rereplic 1%, KB-V1 MDR tox -7% and SW480 rereplic 18%.
Screening CCCS(=O)(=O)NC(=O)C1(C)CCCN(C(=O)c2ccccc2C(F)(F)F)C1 (stereo unspecified) returned HT1080 IDH1KD tx 25%, HT1080NT lethal inconclusive, KB-3-1 cytotox 0%, IL1B secr inh 0, ATXN2 expr inh 16%, S2 tox inactive and KB-V1 MDR tox 5%.

Next section; it opens with the 2 that closed the last part.
CCCC(=O)Nc1ccc(Cl)c(NC(=O)c2ccc([N+](=O)[O-])cc2Cl)c1 was read as HT1080 IDH1KD tx 2%, HT1080NT lethal 0%, KB-3-1 cytotox 0%, IL1B secr inh 1, ATXN2 expr inh 3%, S2 tox inactive, MCF10A rereplic 1%, KB-V1 MDR tox -7% and SW480 rereplic 18%.
Screening CCCS(=O)(=O)NC(=O)C1(C)CCCN(C(=O)c2ccccc2C(F)(F)F)C1 (stereo unspecified) returned HT1080 IDH1KD tx 25%, HT1080NT lethal inconclusive, KB-3-1 cytotox 0%, IL1B secr inh 0, ATXN2 expr inh 16%, S2 tox inactive and KB-V1 MDR tox 5%.
Screening CC(=O)c1ccc(S(=O)(=O)NC2CC(=O)N(c3cccc(F)c3)C2)cc1 (stereo unspecified) returned HT1080 IDH1KD tx -3%, HT1080NT lethal 1%, KB-3-1 cytotox 1%, IL1B secr inh -2, ATXN2 expr inh 3%, S2 tox inactive, MCF10A rereplic -12%, KB-V1 MDR tox 23% and SW480 rereplic -1%.
Screening Cc1cc(=O)[nH]c(SCC(=O)Nc2ccccc2[N+](=O)[O-])n1 returned HT1080 IDH1KD tx 3%, HT1080NT lethal -24%, KB-3-1 cytotox 3%, IL1B secr inh 33, ATXN2 expr inh -3%, S2 tox inactive, MCF10A rereplic -2%, KB-V1 MDR tox 0% and SW480 rereplic -5%.
For COc1ccc(NC(=S)N(CCN(C)C)Cc2cccs2)cc1 the results were HT1080 IDH1KD tx -3%, HT1080NT lethal -2%, KB-3-1 cytotox -2%, IL1B secr inh 19, ATXN2 expr inh -13%, S2 tox inactive, MCF10A rereplic -1%, KB-V1 MDR tox inconclusive and SW480 rereplic -3%.
Screening Cc1ccc(S(=O)(=O)N2CCN(C(=O)N(C)C)CC2)cc1C returned HT1080 IDH1KD tx 1%, HT1080NT lethal 0%, KB-3-1 cytotox -7%, IL1B secr inh 7, ATXN2 expr inh -15%, S2 tox inactive, MCF10A rereplic 0%, KB-V1 MDR tox 0% and SW480 rereplic -2%[9.22 µM].
`Cc1sc(NC(=O)c2ccco2)c(C(Nc2ccccn2)c2ccccc2)c1C` (stereo unspecified) gave HT1080 IDH1KD tx -10%, HT1080NT lethal -10%, KB-3-1 cytotox -13%, IL1B secr inh -51*, ATXN2 expr inh 15%, S2 tox inactive, MCF10A rereplic inconclusive, KB-V1 MDR tox -4% and SW480 rereplic 11%.
For Cc1ccc(N(CN2CCCC2=O)C(=O)c2ccc(OC(C)C)cc2)cc1 the results were HT1080 IDH1KD tx -6%, HT1080NT lethal -13%, KB-3-1 cytotox inconclusive, IL1B secr inh 17, ATXN2 expr inh 0%, S2 tox inactive, MCF10A rereplic 0%, KB-V1 MDR tox 11% and SW480 rereplic -1%.
For O=C(O)c1ccc2c(c1)C(=O)N(c1ccc(C(=O)OCC(=O)c3ccccc3)cc1)C2=O the results were HT1080 IDH1KD tx 10%, HT1080NT lethal 22%, KB-3-1 cytotox 9%, IL1B secr inh 0, ATXN2 expr inh -8%, S2 tox inactive, MCF10A rereplic -3%, KB-V1 MDR tox -13% and SW480 rereplic -138%[inhibitor].
